High-throughput results (PubChem BioAssay)
GLA spleen mod = alpha-galactosidase A (human) modulation; P06280; 0.008% of 240,000 active; human spleen homogenate, 4MU-alpha-Gal fluorescence, 40 min; Potency, µM (titrated, usually from 80 µM), for the others: top-dose activity change, negative = inhibition, most hits filed as inhibitors;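 further: 0% = enzyme with vehicle and -100% = no enzyme basal signal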
Target sequence (P06280 32-429 limits assumed): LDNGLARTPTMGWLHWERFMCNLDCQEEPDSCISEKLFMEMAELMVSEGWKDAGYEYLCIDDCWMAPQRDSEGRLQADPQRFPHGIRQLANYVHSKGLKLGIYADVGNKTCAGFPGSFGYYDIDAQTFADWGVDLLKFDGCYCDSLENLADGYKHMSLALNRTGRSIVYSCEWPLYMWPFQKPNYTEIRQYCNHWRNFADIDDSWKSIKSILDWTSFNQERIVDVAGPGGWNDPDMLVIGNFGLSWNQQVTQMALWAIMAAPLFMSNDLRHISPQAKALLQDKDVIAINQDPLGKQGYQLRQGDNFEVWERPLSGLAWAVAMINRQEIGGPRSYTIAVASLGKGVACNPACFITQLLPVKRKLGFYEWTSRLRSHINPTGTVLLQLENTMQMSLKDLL
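Inhibition or activation of alpha-galactosidase in human spleen homogenate is scored by 4-MU fluorescence after 40 min at 37C, pH 5.0, with 1 mM substrate. AC50s come from concentration-response fitted to the Hill equation.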
ALDH1A1 inh = ALDH1A1 (human) enzyme inhibition; P00352; Purified ALDH1A1, NADH fluorescence, propionaldehyde substrate; Potency, µM (highest dose often 75.3 µM), inactives show at the highest dose activity, negative = inhibition, usual class: inhibitors; 7.3% of 220,000 active; AID 1030; active means well fitted inhibition curve with a large enough effect, not every such curve was filed as active; inconclusive means small, poorly fitted or top-dose-only effect, or another doubt; inactive means no such curve, though single readings can be large or run the other way;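 further: plate controls were no enzyme wells and a reference inhibitor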
TexasRed fluor = counter-screen for TRb-SRC2 inhibitors: fluorescence interference | TRb/SRC2 Texas Red total fluorescence interference | Potency, µM (series often up to 106 µM), for the others: top-dose fluorescence change, negative = quenching | 0.29% of 280,000 active | AID 1479; active means well fitted curve in either direction with a large enough effect; inconclusive means small, poorly fitted or top-dose-only effect
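Human TRb ligand-binding domain at 0.6 uM with 20 nM Texas Red SRC2 peptide in Tris buffer containing 1 uM T3 and 5% DMSO, incubated with compound 5 h at ambient temperature. Total fluorescence (555/632 nm) calculated as parallel + 2 × perpendicular.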
Tau ThT inhib = tau fibrillization inhibition (ThT binding) | recombinant tau K18 P301L, heparin-induced fibrillization, ThT fluorescence | Potency, µM (doses to about 57.4 µM), for the others: at the top dose activity, negative = inhibition, hits mostly inhibitors | P10636 | 2.1% of 270,000 active; further: nearly all actives have a fitted effect of over 55% in size
Target sequence (P10636 561-689 P618L limits assumed): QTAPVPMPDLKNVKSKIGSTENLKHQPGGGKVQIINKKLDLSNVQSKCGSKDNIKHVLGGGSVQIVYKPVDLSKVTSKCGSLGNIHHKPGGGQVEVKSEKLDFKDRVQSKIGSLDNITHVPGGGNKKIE
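Using a mix of unlabeled (15 uM) and Alexa 594-labeled (0.24 uM) tau K18 P301L, heparin-triggered fibrillization over 6 hr at 37 C was scored by ThT fluorescence.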
Tau FP inhib = inhibitors of human tau fibril formation; P10636; K18 P301L tau heparin fibrillization, Alexa594 FP, 6 h; Potency, µM (top dose mostly 57.7 µM), for the others: top-dose activity, negative = inhibition, hits mostly inhibitors; 0.39% of 280,000 active; AID 1468; further: nearly all actives have a fitted effect of over 55% in size
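Steps: dispense K18 P301L tau (15 uM plus 0.24 uM Alexa 594 tracer, final) in pH 7 sodium acetate; add compound; add heparin (20 uM final); incubate 6 hr, 37 C; add ThT (30 uM final); after 1 hr ambient, read FP.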
Tau fluor counter = counter-screen for tau fibril formation inhibitors; AID 1463; tau K18 P301L (four-repeat tau fragment) Alexa594 fluorescence, heparin fibrillization; Potency, µM (series often up to 57.7 µM), without a hit: at the highest dose activity change, negative = decrease; 0.93% of 280,000 active; further: nearly all actives have a fitted effect of over 55% in size
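Human K18 P301L tau (15 uM unlabeled plus 0.24 uM Alexa 594-labeled, final) in 100 mM sodium acetate pH 7 was mixed with compound and 20 uM heparin and incubated 6 hr at 37 C.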
L3MBTL1 inh = inhibitors of human L3MBTL1; Q9Y468; AlphaScreen L3MBTL1–H3K9me1 peptide binding; Potency, µM (series often up to 57.1 µM), inactives show at the highest dose activity, negative = inhibition, hits mostly inhibitors; 0.66% of 230,000 active; AID 485360; further: nearly all actives have a fitted effect of over 60% in size
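AlphaScreen proximity signal between nickel-chelate acceptor and streptavidin donor beads (final 10 ug/mL) reports binding of 50 nM L3MBTL1 to 75 nM biotin-H3 K9me1 peptide; complex incubated with compounds 30 min at room temperature; cefsulodin titration as control.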
TRb-SRC2 inh = inhibitors of human thyroid hormone receptor beta-SRC2 interaction. 0.065% of 280,000 active. TRbeta-SRC2 peptide binding, fluorescence polarization; receptor liganded with 1 µM T3. Potency, µM (titrated, usually from 106 µM), for the others: top-dose activity change, negative = inhibition, usual class: inhibitors;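 further: plate controls were bound peptide for no effect and peptide without receptor for full effect; nearly all actives have a fitted effect of over 50% in size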
Target sequence (P10828 whole entry, looked up): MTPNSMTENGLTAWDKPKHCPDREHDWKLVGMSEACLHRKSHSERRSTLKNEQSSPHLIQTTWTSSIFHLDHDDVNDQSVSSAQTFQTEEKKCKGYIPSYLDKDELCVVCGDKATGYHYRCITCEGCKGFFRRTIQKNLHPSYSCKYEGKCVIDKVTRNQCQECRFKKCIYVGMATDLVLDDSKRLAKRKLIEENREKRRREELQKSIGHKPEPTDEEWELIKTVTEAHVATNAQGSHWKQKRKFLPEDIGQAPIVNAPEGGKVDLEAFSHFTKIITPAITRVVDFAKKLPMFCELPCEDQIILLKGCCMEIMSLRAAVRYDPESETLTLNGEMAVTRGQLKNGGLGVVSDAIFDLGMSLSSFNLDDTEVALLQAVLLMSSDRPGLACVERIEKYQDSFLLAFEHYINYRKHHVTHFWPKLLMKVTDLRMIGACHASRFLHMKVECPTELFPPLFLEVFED
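TRb LBD 0.6 uM + Texas Red SRC2 peptide 20 nM, 1 uM T3, Tris buffer w/ 5% DMSO; compound pinned, 5 h RT; FP read ex 555/em 632; normalized to unbound and bound controls.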
Numbers without * were called inactive; ? = inconclusive; . = not tested or not shown; [ ] = another dose, or the depositor's remark. Unless noted, the call rests on the fitted dose curve; in most records, active means well fitted curve in the direction sought with a large enough effect; inconclusive means small, poorly fitted or top-dose-only effect, or another doubt; inactive means no such curve, though single readings can be large; an effect the other way counts as inactive or inconclusive. Unless noted, on the % scale 0 is the no-effect control and ±100 the full control effect; potency means the concentration at half of the fitted maximal effect.

SMILES	GLA spleen mod	ALDH1A1 inh	TexasRed fluor	Tau ThT inhib	Tau FP inhib	Tau fluor counter	L3MBTL1 inh	TRb-SRC2 inh
C/C(Cc1ccccc1)=N\NC(=O)CNC(=O)c1cccc(Br)c1	5.1%	4.2%	-1.7%	-6.7%	-0.1%	0.6%	-4.5%	-5.2%
CN(Cc1cnn(C)c1)C(=O)CC1C(=O)NCCN1Cc1cccc(Oc2ccccc2)c1 (stereo unspecified)	-3.7%	.	-1.2%	-7.9%	4.7%	-4.9%	-9.9%	0.6%
Cc1cccc(NC(=O)C(=O)N/N=C/c2ccncc2)c1	5.8%	-8.4%	-3.5%	-15.3%	4.1%	2.2%	3.2%	2.9%
O=C(CN1C(=O)CC(c2ccccc2)S(=O)(=O)c2ccccc21)N1CCCCC1 (stereo unspecified)	0.5%	?	-1.4%	-3.8%	1.9%	-4.5%	.	2.6%
COC(=O)C12CC3(CCC4C5C(C(OCc6ccccc6)C41)C52)OCCO3 (stereo unspecified)	-1.3%[17.5 µM]	11.0%[13.5 µM]	-1.8%[11.2 µM]	-10.0%[11.5 µM]	0.9%[11.6 µM]	-12.3%[11.6 µM]	.	7.4%[11.2 µM]
Cc1cc(C)c2nc(NCCCNC(=S)NCCCN(C)C)c(C#N)cc2c1	8.5%	?	-7.3%	-6.4%	0.1%	-29.5%	.	0.6%
COc1ccc(CNC(=O)COC(=O)c2cc(-c3ccco3)nc3ccccc23)cc1	5.6%	?	?	?	4.2%	?	.	-7.1%
C/C(Cn1cnc([N+](=O)[O-])n1)=N\NC(=O)c1ccc(O)cc1O	-4.5%	?	-16.1%	?	-4.9%	-10.5%	-4.7%	7.8%
CCOC(=O)c1c(N)n(C2CC(C)(C)NC(C)(C)C2)c2nc3ccccc3nc12	?	?	-0.4%	-10.1%	-0.5%	-6.7%	0.4%	-8.1%
O=C1OCCC1Sc1nnc(-c2ccco2)n1-c1ccccc1 (stereo unspecified)	4.3%	6.1%	-3.8%	7.5%	-4.3%	-3.4%	.	-3.5%

No new results follow: an excerpt of the list.
SMILES	GLA spleen mod	ALDH1A1 inh	TexasRed fluor	Tau ThT inhib	Tau FP inhib	Tau fluor counter	L3MBTL1 inh	TRb-SRC2 inh
CCOC(=O)c1c(N)n(C2CC(C)(C)NC(C)(C)C2)c2nc3ccccc3nc12	?	?	-0.4%	-10.1%	-0.5%	-6.7%	0.4%	-8.1%
O=C1OCCC1Sc1nnc(-c2ccco2)n1-c1ccccc1 (stereo unspecified)	4.3%	6.1%	-3.8%	7.5%	-4.3%	-3.4%	.	-3.5%

Other entries follow.
SMILES	GLA spleen mod	ALDH1A1 inh	TexasRed fluor	Tau ThT inhib	Tau FP inhib	Tau fluor counter	L3MBTL1 inh	TRb-SRC2 inh
CCOC(=O)C(C)NC(=O)c1c2c(nc3ccccc13)C(=O)N(C1CCCCC1)C2 (stereo unspecified)	.	.	1.3%	3.7%	-13.5%	1.8%	.	-9.7%
O=C1C2CCCN2C(c2cccc(Br)c2)N1c1ccc(F)cc1 (stereo unspecified)	-7.5%	-4.6%	-2.0%	-13.1%	3.0%	-11.9%	.	-2.7%
NS(=O)(=O)c1cccnc1Nc1cccc(Cl)c1Cl	1.4%	?	1.0%	-4.6%	-4.3%	-4.1%	.	-1.0%
CCOC(=O)N1CCN(CC(O)c2ccc3cc[nH]c3c2)CC1 (stereo unspecified)	-18.6%	-3.2%	-2.5%	-8.3%	8.0%	-0.1%	-4.8%	-3.4%
O=C(CSc1nc2cc(Cl)ccc2o1)c1cccs1	7.0%	-2.3%	-0.9%	?	-3.3%	-16.9%	29.6%	7.1%
Cc1ccc(C)c(CSc2cn(CC(=O)N3CCCCCC3)c3ccccc23)c1	.	.	-1.5%	?	6.1%	-18.5%	.	-1.4%
COc1ccccc1NC1=CC(=O)CC(c2ccccc2)C1 (stereo unspecified)	8.8%	-14.0%	0.0%	0.0%	-16.9%	4.0%	-3.3%	0.3%
O=P(O)(OCc1ccccc1)OCc1ccccc1	4.1%	4.4%	-2.6%	.	.	.	-1.5%	-4.2%
COc1ccccc1-n1c(SCc2cc(=O)oc3cc(O)ccc23)nc2ccccc2c1=O	-4.0%	-18.7%	0.4%	-9.0%	-12.7%	?	-12.6%	3.3%
COCCNCC(=O)NCC12CC3CC(CC(C3)C1)C2	-7.4%	28.2µM*	2.0%	-0.4%	7.6%	0.5%	.	0.4%
COc1ccc(-c2nc3n(n2)C(=O)CC(c2ccco2)S3)cc1 (stereo unspecified)	0.5%	?	-2.9%	?	5.8%	-20.2%	?	10.0%
COc1ccc(C(=O)N(c2ccccn2)C2CCCCC2)c(OC)c1	-2.5%	2.6%	-1.7%	-6.0%	1.4%	-3.6%	-12.7%	1.6%
Clc1ccc(CSc2nnc(-c3sccc3-n3cccc3)o2)cc1	-3.3%	?	1.0%	-6.7%	-10.6%	-20.0%	4.3%	-1.0%
CC(=O)OCC1(C)CN(c2ccccc2)N(C(C)=O)C1=O (stereo unspecified)	-8.7%	?	-1.5%	?	?	-19.0%	.	-7.0%
O=C(O)CC(C(=O)O)N1C(=O)/C(=C/c2ccc(-c3nc4ccccc4s3)o2)SC1=S (stereo unspecified)	-3.0%	10µM*	-20.6%	7.94µM*	?	-25.6%	4.47µM*	-2.9%
CO[C@H]1/C=C/O[C@@]2(C)Oc3c(C)c(O)c4c(O)c(c5c(c4c3C2=O)NC2(CCN(CC(C)C)CC2)N=5)=NC(=O)/C(C)=C\C=C\[C@H](C)[C@H](O)[C@@H](C)[C@@H](O)[C@@H](C)[C@H](OC(C)=O)[C@@H]1C	-3.5%	?	-2.4%	.	.	.	.	-4.7%
CC1CCc2nc3ccc(S(=O)(=O)N4CCC(C(=O)NCc5ccccc5Cl)CC4)cc3c(C(=O)O)c2C1 (stereo unspecified)	.	.	20µM*[quencher]	-12.9%	-4.4%	-10.1%	.	-9.8%
Cc1ccc(Nc2nc(N)nc(CSc3nnnn3-c3ccccc3)n2)cc1	-12.1%	-13.8%	-2.2%	-3.2%	-3.0%	-10.6%	-1.2%	-4.5%
CC(C)c1[nH]c(=O)c(C#N)c2c1CSC(C)(C)C2	-4.8%	?	-1.4%	-15.8%	-8.4%	-4.4%	11.1%	-1.1%
COc1cccc(CNC(=O)Cn2cc3c(n2)CCCCC3)c1	3.2%	?	-2.1%	-2.6%	-2.5%	-3.1%	.	-5.0%
CCN(CC)CCNC(=O)Cn1nc(-c2ccccc2)c2ccccc2c1=O	3.4%	8.4%	-0.6%	-1.8%	-2.6%	0.6%	0.9%	1.5%
COc1ccccc1CCNC(=O)NC1CCCCC1	4.0%	8.5%	-4.1%	-6.0%	3.7%	0.2%	2.0%	-2.0%
O=c1[nH]c2ccc(Cl)cc2c(-c2ccccc2)c1N1CCN(c2ccccn2)CC1	15.5%	?	-4.6%	?	-0.2%	?	-0.4%	1.1%
COc1ccccc1N1CCN(Cc2ccc(Br)o2)CC1	4.7%	12.6µM*	-3.8%	-9.5%	0.9%	-2.8%	-14.6%[11.4 µM]	-3.6%
COc1ccc(CC(=O)NCC(=O)N/N=C/c2ccc(C)o2)cc1	-1.9%	-5.5%	8.0%	-3.4%	10.0%	1.2%	-1.0%	-5.1%
COc1cccc(CN(Cc2cccnc2)S(=O)(=O)c2ccc(-n3cnnn3)c(C)c2)c1	3.1%	25.1µM*	2.4%	1.4%	5.7%	-9.7%	-5.4%	11.3%
CN=c1nc(-c2ccccc2)n(-c2ccccc2)s1	-0.4%	1.41µM*	2.2%	22.4µM*	?	-16.2%	2.4%	3.3%
CN(C)c1cccc(C(=O)N/N=C/c2ccccc2F)c1	0.6%	-10.1%	-2.7%	?	4.6%	-9.1%	-17.8%	-5.6%
COc1cccc(/C=C/C(=O)O)c1C(C)C	7.2%	-2.7%	-0.4%	-3.3%	-1.0%	-5.3%	.	-3.6%
COc1cccc(NC(=O)CC2Oc3ccccc3NC2=O)c1 (stereo unspecified)	.	.	0.2%	-2.2%	9.2%	-5.2%	.	-6.8%
CCCCN(C)CCCNC(=O)Cn1ncc2c3ccccc3n(Cc3ccccc3)c2c1=O	.	.	-4.2%	-11.2%	0.1%	-24.6%	.	12.2%
Cc1ccc(N/N=C/c2ccc(N3CCOCC3)cc2)cc1C	-16.8%	?	-1.0%	?	8.1%	-20.7%	-1.6%	-5.7%
O=C(O)CC(NC(=O)Nc1ccccc1)c1ccc(OC2CCCC2)cc1 (stereo unspecified)	-4.5%	1.6%	-1.4%	-1.7%	-10.8%	-11.4%	.	-16.7%
O=Cc1cn[nH]c1-c1ccccc1	-12.5%	-2.3%	2.0%[53 µM]	1.9%	-3.7%	-1.4%	-2.0%	4.2%[53 µM]
Cc1cc(C)nc(N2CCC(C(=O)NNC(=O)Cc3ccccc3)CC2)n1	-0.6%	.	1.5%	.	0.7%	15.7%	.	-5.1%
Cn1c(=O)c2c([nH]c(=O)n2Cc2ccc(Cl)cc2Cl)n(C)c1=O	.	.	-0.4%	-12.0%	0.0%	-16.3%	.	-1.9%
Fc1ccc(Cn2nnnc2C(c2ccc(Cl)cc2)N2CCSCC2)cc1 (stereo unspecified)	-10.0%	-1.4%	-2.7%	-6.8%	-15.8%	-23.3%	7.3%	-6.5%
Cc1ccc(CNC(=O)C2(CC(C)C)C=CCN2C(=O)c2ccccc2)o1 (stereo unspecified)	-3.7%	-6.6%	-0.3%	?	-16.5%	-6.3%	.	9.9%
Cc1ccc2nc(COc3cccc(NC(=O)c4ccccc4Cl)c3)cc(=O)n2c1	.	.	0.5%	-1.8%	-6.4%	-10.3%	.	11.0%
CCOC(=O)c1sc2nccc(N(C)C)c2c1N=CNOC	-6.4%	-3.8%	2.6%	-14.8%	-5.1%	-17.0%	.	8.1%
Cc1nc(-c2ccc(Cl)cc2)sc1C1(C)CC(c2cccc(F)c2)=NO1 (stereo unspecified)	-16.8%	.	-1.7%	0.1%	?	-0.4%	.	-8.4%

Single entries from the results shown:
Reading of Cc1ccc(N/N=C/c2ccc(N3CCOCC3)cc2)cc1C in Tau FP inhib: 8.1%
Reading of Cc1cc(C)nc(N2CCC(C(=O)NNC(=O)Cc3ccccc3)CC2)n1 in Tau fluor counter: 15.7%
Reading of Fc1ccc(Cn2nnnc2C(c2ccc(Cl)cc2)N2CCSCC2)cc1 (stereo unspecified) in GLA spleen mod: -10.0%
Reading of O=C(O)CC(NC(=O)Nc1ccccc1)c1ccc(OC2CCCC2)cc1 (stereo unspecified) in GLA spleen mod: -4.5%
